Screening data from PubChem BioAssay.
Mtb BioA inh: BioA (M. tuberculosis) enzyme inhibition. purified M. tuberculosis BioA enzyme, plate reader. inhibition, % at 9.99 µM. 360,000 compounds, 0.096% hits. AID 602481; in the data active = inhibition above about 40%
The depositor's hits bear a star; & = joins results of further samples. These rows are one share of the data. The share of hits here may be higher or lower than overall.

cpd | compound | Mtb BioA inh
1 | COCC(=O)N(C)C[C@H]1Oc2ncc(C#Cc3ccccc3)cc2C(=O)N([C@H](C)CO)C[C@@H]1C | 1.3
2 | C[C@@H]1CN([C@H](C)CO)S(=O)(=O)c2ccc(C#CCN(C)C)cc2O[C@@H]1CN(C)CC1CC1 | -1.5
3 | COc1ccc(CNC(=O)C[C@H]2CC[C@@H]3[C@H](COc4ccc(NC(C)=O)cc4C(=O)N3C)O2)cc1 | 4.6
4 | COc1cccc(NC(=O)N2C[C@H](O)COC[C@H]3O[C@H](CC(=O)NCCCN4CCOCC4)CC[C@@H]32)c1 | 0.5
5 | COc1ccc(NC(=O)Nc2ccc3c(c2)C(=O)N([C@@H](C)CO)C[C@H](C)[C@H](CN(C)CC2CCCCC2)OCCCC[C@@H](C)O3)cc1 | -0.1
6 | CCCNC(=O)Nc1ccc2c(c1)C(=O)N(C)C[C@H](OC)[C@@H](C)CN(Cc1cncnc1)[C@H](C)CO2 | 0.7
7 | CO[C@H]1CN(C)C(=O)c2cc(NC(=O)Nc3ccccc3)ccc2OC[C@H](C)N(C(=O)CN(C)C)C[C@H]1C | 0.7
8 | C[C@@H]1CN([C@H](C)CO)C(=O)c2cc(NS(=O)(=O)c3cn(C)cn3)ccc2O[C@@H](C)CCCCO[C@@H]1CN(C)S(=O)(=O)c1ccc(Cl)cc1 | 4.4
9 | Cc1cc(C(=O)Nc2cccc3c2O[C@@H](CN(C)S(=O)(=O)c2cn(C)cn2)[C@H](C)CN([C@@H](C)CO)C3=O)n(C)n1 | 0.4
10 | CN1CCN(C(=O)C[C@H]2CC[C@@H]3[C@@H](COc4ccc(NC(=O)C5CCOCC5)cc4C(=O)N3C)O2)CC1 | -1.3
11 | O=C(C[C@@H]1C[C@@H]2c3cc(NC(=O)NC4CCCCC4)ccc3O[C@@H]2[C@H](CO)O1)NCc1ccccn1 | 0.5
12 | CCNC(=O)C[C@H]1C=C[C@@H](NC(=O)C2CC2)[C@H](CO)O1 | -0.1

The last three compounds of the part before lead into the next:
cpd | compound | Mtb BioA inh
10 | CN1CCN(C(=O)C[C@H]2CC[C@@H]3[C@@H](COc4ccc(NC(=O)C5CCOCC5)cc4C(=O)N3C)O2)CC1 | -1.3
11 | O=C(C[C@@H]1C[C@@H]2c3cc(NC(=O)NC4CCCCC4)ccc3O[C@@H]2[C@H](CO)O1)NCc1ccccn1 | 0.5
12 | CCNC(=O)C[C@H]1C=C[C@@H](NC(=O)C2CC2)[C@H](CO)O1 | -0.1
13 | CS(=O)(=O)N1[C@H](C#N)[C@H](c2ccc(-c3ccccc3F)cc2)[C@@H]1CO | -0.1
14 | COc1ccc(-c2ccc3c(c2)O[C@H](CN(C)C(=O)Nc2ccccc2F)[C@H](C)CN([C@H](C)CO)S3(=O)=O)cc1 | -0.8
15 | Cc1ccc(S(=O)(=O)Nc2ccc3c(c2)C(=O)N([C@H](C)CO)C[C@@H](C)[C@@H](CN(C)CC2CC2)O3)cc1 | -1.2
16 | CCC(=O)N1[C@@H](CO)[C@@H]2c3ccccc3N(S(=O)(=O)c3ccccc3)C[C@@H]21 | -2.3
17 | O=C(NC1CCCC1)[C@@H]1[C@@H](CO)[C@@H]2Cn3c(ccc(-c4cccnc4)c3=O)[C@@H]2N1CCc1ccccc1 | 9.1
18 | O=C(C[C@H]1CC[C@@H](NC(=O)Nc2ccccc2)[C@H](CO)O1)NCc1cccc(F)c1 | 0.7
19 | CO[C@H]1CN(C)C(=O)c2ccc(NS(C)(=O)=O)cc2OC[C@@H](C)N(Cc2ccccc2)C[C@@H]1C | -2.3
20 | CCCN1[C@@H]2c3ccc(C4=CCCC4)c(=O)n3C[C@@H]2[C@@H](CO)[C@@H]1C(=O)NCc1cccc(OC)c1 | -0.1
21 | CCCNC(=O)[C@H]1[C@H](CO)[C@H]2Cn3c(ccc(-c4ccccc4)c3=O)[C@@H]1N2C(=O)CC1CC1 | -1.3
22 | C[C@H](CO)N1C[C@H](C)[C@H](CN(C)C(=O)C2CCCCC2)Oc2ncc(C3=CCCC3)cc2C1=O | 6.8
23 | COc1ccc(S(=O)(=O)Nc2ccc3c(c2)C(=O)N([C@H](C)CO)C[C@@H](C)[C@H](CN(C)S(C)(=O)=O)O3)cc1 | -6.3
24 | C[C@H]1CN([C@@H](C)CO)C(=O)c2cc(C#Cc3cccc(F)c3)cnc2O[C@@H]1CN(C)C(=O)C1CC1 | -0.4

Part of the list above in a different format.
19) CO[C@H]1CN(C)C(=O)c2ccc(NS(C)(=O)=O)cc2OC[C@@H](C)N(Cc2ccccc2)C[C@@H]1C
- Mtb BioA inh = -2.3

20) CCCN1[C@@H]2c3ccc(C4=CCCC4)c(=O)n3C[C@@H]2[C@@H](CO)[C@@H]1C(=O)NCc1cccc(OC)c1
- Mtb BioA inh = -0.1

21) CCCNC(=O)[C@H]1[C@H](CO)[C@H]2Cn3c(ccc(-c4ccccc4)c3=O)[C@@H]1N2C(=O)CC1CC1
- Mtb BioA inh = -1.3

22) C[C@H](CO)N1C[C@H](C)[C@H](CN(C)C(=O)C2CCCCC2)Oc2ncc(C3=CCCC3)cc2C1=O
- Mtb BioA inh = 6.8

New compounds follow:
cpd | compound | Mtb BioA inh
25 | COc1ccc(-c2ccc3c(c2)[C@H]2[C@H](CCN2C(=O)Cc2ccncc2)[C@H](CO)N3)cc1 | 0.2
26 | CC(C)NC(=O)N[C@@H]1C=C[C@@H](CC(=O)NCc2ccc(Oc3ccccc3)cc2)O[C@@H]1CO | 1.7
27 | C[C@H](CO)N1C[C@H](C)[C@H](CN(C)Cc2ccc(F)cc2)Oc2ncc(C#CCN(C)C)cc2C1=O | 0.5
28 | COc1ccc(S(=O)(=O)Nc2ccc3c(c2)C(=O)N([C@@H](C)CO)C[C@@H](C)[C@@H](CN(C)S(=O)(=O)c2ccc(F)cc2)OCCCC[C@@H](C)O3)cc1 | -1.0
29 | C[C@H]1CN([C@@H](C)CO)C(=O)c2cccc(NC(=O)Nc3ccccc3)c2O[C@@H]1CN(C)S(=O)(=O)c1ccc(Cl)cc1 | -1.9
30 | C[C@H](CO)N1C[C@H](C)[C@H](CN(C)Cc2ccccc2)OCCCC[C@H](C)Oc2ccc(NC(=O)CCC(F)(F)F)cc2C1=O | 3.1
31 | C[C@H](NC(=O)C[C@H]1C=C[C@@H](NC(=O)C2CCOCC2)[C@@H](CO)O1)c1ccccc1 | 3.2
32 | CCCN1[C@@H]2c3ccc(-c4ccccc4)c(=O)n3C[C@@H]2[C@@H](CO)[C@@H]1C(=O)N1CCCCC1 | 1.0
33 | C[C@@H]1CN([C@@H](C)CO)C(=O)c2cccc(N(C)C)c2O[C@H]1CN(C)C(=O)NC1CCCCC1 | -1.6
34 | C/C=C/c1ccc2c(c1)O[C@@H](CN(C)C(=O)CC1CC1)[C@@H](C)CN([C@@H](C)CO)S2(=O)=O | 9.1
35 | C[C@@H]1CN([C@H](C)CO)C(=O)c2cccc(NS(=O)(=O)c3cn(C)cn3)c2O[C@H]1CN(C)Cc1ccc(C(=O)O)cc1 | 7.2
36 | C[C@H](CO)N1C[C@H](C)[C@@H](CN(C)S(=O)(=O)c2ccc(Cl)cc2)OCCCC[C@H](C)Oc2ccc(NC(=O)c3ccncc3)cc2C1=O | 0.4
37 | N#C[C@@H]1N[C@H](CO)[C@@H]1c1ccccc1 | -0.5
38 | C[C@H](CO)N1C[C@H](C)[C@H](CN(C)Cc2ccncc2)Oc2c(NS(=O)(=O)c3cn(C)cn3)cccc2C1=O | -4.1
39 | C[C@@H]1CN([C@@H](C)CO)C(=O)c2cccc(NC(=O)NC3CCCCC3)c2O[C@H]1CN(C)CC1CCCCC1 | -2.5
40 | Cc1noc(C)c1NC(=O)Nc1ccc2c(c1)C(=O)N([C@H](C)CO)C[C@@H](C)[C@@H](CN(C)C(=O)Nc1cccc3ccccc13)O2 | 0.2
41 | C[C@@H]1CN([C@@H](C)CO)C(=O)CCCn2cc(nn2)CO[C@H]1CN(C)C(=O)Nc1ccccc1C(F)(F)F | 0.7&-1.8
42 | CC(C)CC#Cc1ccc2c(c1)O[C@@H](CN(C)Cc1cncnc1)[C@@H](C)CN([C@H](C)CO)S2(=O)=O | 9.6
43 | O=C(Nc1ccccc1)N1C[C@@H]2[C@H](c3ccccc31)[C@@H](CO)N2C(=O)c1ccccc1F | 4.6
44 | CCCNC(=O)C[C@H]1CC[C@H]2[C@@H](COc3ccc(NC(=O)NC(C)C)cc3C(=O)N2C)O1 | -3.4
45 | C[C@H]1CN([C@@H](C)CO)C(=O)c2cccc(NC(=O)Nc3cccc4ccccc34)c2O[C@H]1CN(C)Cc1ccccc1 | 0.0
46 | C[C@H](O)C#Cc1ccc([C@@H]2[C@H](CO)N3CCCCN(C(=O)c4ccc5c(c4)OCO5)C[C@@H]23)cc1 | 2.5
47 | O=C(Nc1ccc(F)cc1)N[C@@H]1CC[C@@H](CCn2cc(-c3ccc(F)cc3)nn2)O[C@@H]1CO | -5.0
48 | CCC(=O)N(C)C[C@@H]1Oc2ncc(C#CCC(C)C)cc2C(=O)N([C@@H](C)CO)C[C@H]1C | 0.9
49 | C[C@@H]1CN([C@H](C)CO)S(=O)(=O)c2ccc(-c3ccccc3)cc2O[C@@H]1CN(C)C(=O)CC1CC1 | -0.9
50 | O=C(Nc1ccc(F)cc1)N1C[C@H]2[C@@H](c3ccccc31)[C@H](CO)N2C(=O)c1ccncc1 | 3.9
51 | Cc1ccc(-c2ccc3c(c2)O[C@H](CN(C)Cc2ccc(F)cc2)[C@H](C)CN([C@@H](C)CO)S3(=O)=O)cc1 | -1.0
52 | CCC(=O)N1[C@@H]2CN(C(=O)CC(F)(F)F)c3ccccc3[C@@H]2[C@@H]1CO | 0.2
53 | Cc1cccc(-c2ccc([C@H]3[C@@H](CO)N4CCCCN(S(=O)(=O)c5cccc(C)c5)C[C@H]34)cc2)c1 | -2.6
54 | C[C@@H]1CN([C@H](C)CO)S(=O)(=O)c2ccc(-c3ccc(F)cc3)cc2O[C@@H]1CN(C)C(=O)C1CCOCC1 | -2.1
55 | CN(C)C(=O)c1ccc(-c2ccc3c(c2)[C@@H]2[C@@H](CCN2C(=O)C2CCC2)[C@@H](CO)N3C)cc1 | 1.1
56 | C[C@@H]1CN([C@H](C)CO)C(=O)Cc2cc(NC(=O)C3CC3)ccc2O[C@H]1CN(C)C | -2.3
57 | C[C@H](CO)N1C[C@H](C)[C@@H](CN(C)C(=O)c2ccccc2)OCCCC[C@H](C)Oc2ccc(NC(=O)CCC(F)(F)F)cc2C1=O | -1.6
58 | C[C@H](CO)N1C[C@H](C)[C@@H](CN(C)S(=O)(=O)c2cn(C)cn2)Oc2ncc(C3=CCCCC3)cc2C1=O | 0.5
59 | CO[C@H]1CN(C)C(=O)c2ccc(NC(=O)c3cccc(F)c3)cc2OC[C@H](C)N(C(C)=O)C[C@@H]1C | 1.2
60 | C[C@@H]1CN([C@@H](C)CO)C(=O)c2cc(NC(=O)c3ccccc3)ccc2O[C@@H](C)CCCCO[C@H]1CN(C)C(=O)C1CCCCC1 | -4.2
61 | CC(C)NC(=O)N1[C@@H](CO)[C@@H]2c3ccccc3N(C(=O)Nc3ccc(Cl)cc3)C[C@@H]21 | -2.3
62 | CO[C@H]1CN(C)C(=O)c2cc(NS(C)(=O)=O)ccc2OC[C@H](C)N(Cc2nccs2)C[C@@H]1C | -1.9
63 | C[C@H](CO)N1C[C@H](C)[C@@H](CN(C)Cc2ccc(C(F)(F)F)cc2)Oc2ccc(NS(=O)(=O)c3cccs3)cc2CC1=O | 1.6
64 | C[C@H](CO)N1C[C@H](C)[C@H](CN(C)Cc2ccc(C(=O)O)cc2)OCCCC[C@H](C)Oc2ccc(NC(=O)c3ccccc3)cc2C1=O | 1.4
65 | CC(=O)Nc1ccc2c(c1)C(=O)N(C)[C@@H]1CC[C@@H](CC(=O)NC3CCCCC3)O[C@@H]1CO2 | -5.6
66 | CCc1csc(N2[C@H](C#N)[C@@H](c3ccc(-c4cccc(F)c4)cc3)[C@@H]2CO)n1 | -1.2
67 | Cc1noc(C)c1S(=O)(=O)Nc1ccc2c(c1)C(=O)N([C@@H](C)CO)C[C@H](C)[C@@H](CN(C)C(=O)Nc1ccc3c(c1)OCO3)OCCCC[C@@H](C)O2 | 0.8
68 | O=C(Nc1ccc2c(c1)[C@H]1C[C@@H](CC(=O)N3CCc4ccccc4C3)O[C@@H](CO)[C@H]1O2)C1CCOCC1 | -0.7
69 | C[C@H](CO)N1C[C@H](C)[C@H](CN(C)C(=O)Nc2ccccc2)Oc2ccc(NS(=O)(=O)c3cn(C)cn3)cc2C1=O | 4.2
70 | COc1ccccc1CNC(=O)C[C@@H]1C[C@H]2c3cc(NC(=O)CC4CC4)ccc3O[C@H]2[C@@H](CO)O1 | -1.5
71 | CCCN1C[C@H](C)[C@@H](OC)CN(C)C(=O)c2ccc(NC(=O)C3CC3)cc2OC[C@H]1C | -0.7
72 | C[C@H]1CN([C@@H](C)CO)C(=O)c2cccc(NS(=O)(=O)c3cccs3)c2O[C@@H]1CN(C)C | -3.5
73 | C[C@H]1CN([C@@H](C)CO)C(=O)Cc2cc(NC(=O)Cn3cnnn3)ccc2O[C@H]1CN(C)Cc1ccc(C(=O)O)cc1 | -4.2
74 | C[C@@H]1CCCCO[C@H](CN(C)S(=O)(=O)c2cn(C)cn2)[C@@H](C)CN([C@@H](C)CO)C(=O)c2cc(NC(=O)c3ccncc3)ccc2O1 | 0.1
75 | CC(C)NC(=O)N[C@@H]1CC[C@@H](CC(=O)N2CCCCC2)O[C@H]1CO | 3.8
76 | COc1ccc(S(=O)(=O)Nc2ccc3c(c2)OC[C@H](C)NC[C@@H](C)[C@@H](OC)CN(C)C3=O)cc1 | 0.8
77 | COc1ccc(CN(C)C[C@@H]2OCCCC[C@H](C)Oc3ccc(NC(=O)Cc4ccccc4)cc3C(=O)N([C@H](C)CO)C[C@H]2C)cc1 | -0.5
78 | CC(C)NC(=O)N[C@@H]1CC[C@@H](CCNS(=O)(=O)c2ccc(Cl)cc2)O[C@@H]1CO | -1.6
79 | CCCCNC(=O)C(COCc1ccccc1)OC(=O)c1ccccc1 (configuration not stated) | -1.0
80 | CC(C)CC#Cc1cnc2c(c1)C(=O)N([C@H](C)CO)C[C@@H](C)[C@H](CN(C)Cc1ccc3c(c1)OCO3)O2 | -2.6

Down the list, from the results shown.
Mtb BioA inh, nos. 73–77, in order: -4.2, 0.1, 3.8, 0.8, -0.5
